High-throughput results: PubChem BioAssay, several laboratories
IMP-1 inhibitor = blocks Pseudomonas aeruginosa IMP-1 metallo-beta-lactamase; inhibition, % at 5.6 µM; AID 1556; 290,000 tested, 0.45% active; purified IMP-1, nitrocefin hydrolysis, epi-absorbance fluorescence;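 active = inhibition above the mean plus 3 SD of all compounds in the same screening run, cut at about 4.5% in these data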;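 also: 0% = IMP-1 with DMSO and 100% = DMSO wells lacking enzyme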
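Test system: recombinant IMP-1 enzyme, purified / Medium: HEPES buffer pH 7.1 with ZnSO4 and Brij 35 / Doses: single dose, 5.6 µM / Times: 25 °C, 15 min preincubation, 25 min reaction / Detection: Epi-absorbance via hydrolysed-nitrocefin quenching of white-plate fluorescence, 480/530 nm, EDTA stop / Evaluation: percent inhibition from optical density relative to buffer-blank wells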
CRFBP-R2 block = blocks CRF-induced signaling of the CRF-BP/CRF-R2 complex. HEK293 CRF-R2/CRF-BP, CRF-induced calcium fluorescence. inhibition, % at 11.8 µM. 350,000 tested, 0.59% active;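 active = inhibition of the ligand-induced calcium signal above about 50% at the single tested concentration, limit read from the data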
pCIP destab = compounds decreasing mouse p/CIP protein stability | AID 1984 | Q05BA5 | 290,000 tested, 0.01% active | decrease of EGFP signal, % at 10 µM | F442A p/CIP-EGFP cells, EGFP fluorescence, 16 h;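 active = EGFP signal decrease of at least 30% at 10 µM or well 3 SD below plate mean, unless failing retest; inactive = the rest, including hits failing retest or dose response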; also: some compounds called inactive have numbers as strong as hits; many of its hits are not listed in these tables
VIM-2 inh = blocks Pseudomonas aeruginosa VIM-2 metallo-beta-lactamase; purified VIM-2, nitrocefin hydrolysis, epi-absorbance fluorescence; inhibition, % at 5.6 µM; 290,000 tested, 0.89% active;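 active = inhibition above the mean of all tested compounds plus 3 SD, cutoff set per screening run, cut at about 7.5% in these data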;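 also: red hydrolysis product quenches plate fluorescence so inhibitors raise well fluorescence; 0% = enzyme with DMSO and 100% = DMSO without enzyme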
GalR3 antagonist = blocks the human galanin receptor 3; O60755; HEK293 GalR3-CNG cAMP membrane potential fluorescence; galR3 body fused to GalR1 C-terminus; inhibition, % at 3 µM; 360,000 tested, 0.44% active;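 active = inhibition above the screen-wide average plus 3 SD, cut at about 13% in these data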;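 also: forskolin and galanin both at EC90 stimulate the cells; cAMP rise reported by CNG channel membrane potential dye signal; 0% = forskolin plus galanin with DMSO and 100% = forskolin alone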
Target sequence (O60755 1-299 limits assumed): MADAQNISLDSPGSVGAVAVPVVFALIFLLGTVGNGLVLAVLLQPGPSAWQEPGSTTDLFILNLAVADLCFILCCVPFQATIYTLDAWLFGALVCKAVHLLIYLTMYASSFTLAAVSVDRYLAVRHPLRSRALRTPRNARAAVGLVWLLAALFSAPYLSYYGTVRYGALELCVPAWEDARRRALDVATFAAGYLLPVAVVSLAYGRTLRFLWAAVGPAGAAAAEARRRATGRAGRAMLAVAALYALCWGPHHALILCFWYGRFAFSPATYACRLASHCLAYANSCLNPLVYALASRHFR
SUMO HTRF inh = inhibitors of human SUMOylation (UBC9). HTRF SUMOylation assay, SAE1/SAE2 + UBC9, in vitro. inhibition, % at 35 µM. 290,000 tested, 0.36% active. AID 2006; in the data active = inhibition above about 50%, passing the limit was not always enough; also: strong numbers were not always called active
Target sequence (P63279 whole entry, looked up): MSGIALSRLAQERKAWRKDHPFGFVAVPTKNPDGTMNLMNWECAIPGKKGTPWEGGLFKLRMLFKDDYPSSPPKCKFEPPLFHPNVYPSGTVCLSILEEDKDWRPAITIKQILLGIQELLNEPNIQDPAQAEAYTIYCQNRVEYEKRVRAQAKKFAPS
IDE cell activ = IDE (human) activation, cell-based | HEK cells, FAbeta-B cleavage, fluorescence polarization; 0% vehicle, 100% cell-free pure enzyme wells | activation, % at 5.96 µM | 340,000 tested, 0.073% active | AID 493087;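 active = activation above the mean of all tested compounds plus 3 SD, set per screening campaign, cut at about 17% in these data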
NS3 helicase inh = HCV NS3 helicase inhibition; 290,000 tested, 0.56% active; NS3 helicase DNA unwinding, Cy5 molecular beacon fluorescence; inhibition, % at 10.9 µM;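 active = inhibition above the mean of all tested compounds plus 3 SD, set per campaign, cut at about 35% in these data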;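 also: 0% = DMSO wells and 100% = thioflavine S control wells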
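Measured by: Cy5 fluorescence, 0 and 60 min reads / Assay system: NS3 helicase fragment of HCV / Control set: low DMSO, high thioflavine S at 110 µM / Times: 1 h reaction at 25 °C, ATP-initiated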
IDE inh = inhibitors of human insulin-degrading enzyme in cells; inhibition, % at 5.59 µM; AID 434962; 320,000 tested, 0.41% active; HEK cells, FAbetaB cleavage, fluorescence polarization;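 active = percent inhibition above the average of all tested compounds plus 3 SD, set per screening campaign, cut at about 16% in these data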;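 also: IDE supplied by intact live HEK cells; FP after avidin binding of uncleaved biotin substrate so inhibition keeps polarization high; 0% = DMSO wells and 100% = 60 µM reference IDE inhibitor Ii1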
Numbers without * were called inactive; / = not tested or not shown.

The opening 4 entries as a preview:
NS3 helicase inh	VIM-2 inh	pCIP destab	CRFBP-R2 block	IDE inh	GalR3 antagonist	IDE cell activ	IMP-1 inhibitor	SUMO HTRF inh	mol
-40	-5.9	-8	48	-2	-3	-3	-1.3	6	Cc1cc(C)c2nc(N3CCC(C(=O)NCCCN4CC(C)CC(C)C4)CC3)sc2c1 (stereo not given)
-2	-0.1	3	-13	2	1	4	-2.0	8	C=CCn1c(=O)c2ccccc2n2c(SCc3csc(-c4ccccc4)n3)nnc12
-12	-1.7	-11	22	1	-10	-1	-1.5	-8	COc1ccc(/C=N/OCc2ccccc2C#N)c(OC)c1
-1	34*	-18	0	-1	1	6	-3.6	12	COc1ccc(C(=O)Nc2ccc(N3CCN(C)CC3)cc2)cc1[N+](=O)[O-]

Main list, from the start:
NS3 helicase inh	VIM-2 inh	pCIP destab	CRFBP-R2 block	IDE inh	GalR3 antagonist	IDE cell activ	IMP-1 inhibitor	SUMO HTRF inh	mol
-40	-5.9	-8	48	-2	-3	-3	-1.3	6	Cc1cc(C)c2nc(N3CCC(C(=O)NCCCN4CC(C)CC(C)C4)CC3)sc2c1 (stereo not given)
-2	-0.1	3	-13	2	1	4	-2.0	8	C=CCn1c(=O)c2ccccc2n2c(SCc3csc(-c4ccccc4)n3)nnc12
-12	-1.7	-11	22	1	-10	-1	-1.5	-8	COc1ccc(/C=N/OCc2ccccc2C#N)c(OC)c1
-1	34*	-18	0	-1	1	6	-3.6	12	COc1ccc(C(=O)Nc2ccc(N3CCN(C)CC3)cc2)cc1[N+](=O)[O-]
9	-0.7	9	-5	1	-7	8	-0.9	0	O=C(O)/C=C/S(=O)(=O)c1ccc2ccccc2c1
-13	0.0	-10	-28	2	41*	5	-0.4	0	CCn1c2ccccc2c2cc(C3C(C#N)=C(N)Oc4n[nH]c(COC)c43)ccc21 (stereo not given)
-1	-2.1	-11	7	6	-4	-4	-1.9	14	CCOC(=O)CC1(NC(=O)C2CCC(=O)N(CCc3ccc(OC)cc3)C2)CCCCC1 (stereo not given)
1	-2.0	-8	-11	8	2	-2	-2.0	7	Cc1c(N2C(=O)CSC2c2ccc(F)cc2)c(=O)n(-c2ccccc2)n1C (stereo not given)
-12	1.6	-6	8	2	-10	7	-2.9	14	CCOc1ccc(CNc2nc3ccccc3n2C)cc1
-8	1.1	-8	/	-4	/	/	-0.5	-3	COc1ccc(CCNC(=O)C2CCCCC2C(=O)O)cc1OC (stereo not given)
8	-0.2	-8	-36	5	-8	-5	-5.0	0	O=C(NC1CCCCC1)C(c1ccco1)N(CCc1ccccc1)C(=O)C(F)(F)F (stereo not given)
0	-3.6	-1	0	3	-3	-4	-2.3	-3	COC(=O)Cc1ccc(NC(=S)NCCSc2ccc(Cl)cc2)cc1
-2	-1.3	-8	14	0	-3	3	-2.6	13	COC(=O)c1sc(S(=O)(=O)N2CCCCC2C(=O)O)c(C(=O)OC)c1C (stereo not given)
-8	-1.2	-4	-6	-4	-1	2	-2.6	-13	Cc1cccc(C)c1OCc1cc(C(=O)N2CC3C[C@@H]4CC2C[C@H](C3)C4)no1
6	-3.0	6	-1	9	-4	4	-1.4	-4	O=C(CSC1=NCCS1)c1ccc(Cl)cc1
-6	-0.4	-13	17	4	12	4	-1.0	23	COc1ccc(Cn2c(O)c(C=Nc3ccc(OC)cc3)c3ccccc3c2=O)cc1
26	-1.8	-21	16	-3	-3	2	0.2	2	Cc1cccc(C)c1NC(=O)CN1N=NC2C(=O)N(c3cccc(Cl)c3)C(=O)C21 (stereo not given)
-3	-0.9	3	-10	4	-6	-4	-3.0	-7	CSc1nnc(C2CCCN(CC(=O)Nc3ccccc3N3CCOCC3)C2)n1C(C)C (stereo not given)
7	-0.5	-9	28	1	-8	7	-0.3	13	CSc1nnc(N2C(=O)C(O)=C(C(=O)c3ccco3)C2c2ccccc2)s1 (stereo not given)
/	/	/	-6	-2	-12	-1	/	/	O=S(=O)(N/N=C1\CCCc2ccccc21)c1ccccc1
7	1.8	-16	19	1	-4	-3	-2.4	6	Cc1cc(Cl)cc(Cl)c1CNc1c([N+](=O)[O-])c(=O)oc2ccccc12
9	-0.7	-1	7	0	-5	-1	-2.1	4	CCCCn1c(SCC(=O)N(C)C)nnc1-c1ccncc1
/	/	2	3	-3	-4	6	/	-12	CCCCN1C(=O)C(=O)NC[C@@H]1C(C)O (stereo not given in full)
-16	-3.4	-4	14	3	-2	3	-2.8	8	COc1cc(-n2c(=O)c3ccccc3n(Cc3ccccc3)c2=O)cc(OC)c1OC
5	-2.5	-19	-13	4	-6	4	-2.5	6	COc1cc(NC(=S)NC(=O)c2cccs2)ccc1NC(=O)C(C)C
-11	-2.9	-7	3	2	-7	2	-2.4	15	Cc1ccc(-n2ncc3c(=O)n(CC#N)cnc32)cc1
/	/	/	-4	5	-2	-3	/	/	Cc1cnc(C(=O)OC(C)C(=O)Nc2cccc3ccccc23)cn1 (stereo not given)
-9	-1.1	12	-6	3	-4	7	0.9	2	Cc1ccc(SCCC(=O)Nc2cc(C)on2)cc1
/	/	/	3	-3	-3	-4	/	/	CN(C(=O)COC(=O)c1ccccc1NCCO)C1CCS(=O)(=O)C1 (stereo not given)
5	-3.0	4	11	-3	-2	-1	-3.6	-3	CCCn1nnnc1NC(=O)c1cccs1
-8	-1.1	-3	19	0	5	-4	-3.4	2	CCn1c2ccc(C)cc2c2nnc(NN)nc21
12	-2.9	1	4	0	-9	0	-3.3	6	COC(=O)/C(C(C)=O)=C(/C=C/C=C/N(C)C)N(C)C
-73	0.9	3	10	-2	-4	9	1.2	1	Cc1ccc(C)c2[nH]c(=O)c(CN(CCN3CCCC3)C(=O)Nc3cccc(Cl)c3)cc12
/	/	5	-20	3	-3	0	/	-19	C=C1CCN(C(C)C(=O)OC)S(=O)(=O)c2ccccc21 (stereo not given)
4	-2.0	-5	-9	6	-1	3	-2.4	17	CCNC(=O)c1ccc(C23CC4CC(CC(C4)C2)C3)o1
6	-3.2	-27	3	4	-8	3	-2.5	-8	O=C(NCC1CC1(Cl)Cl)Nc1ccc(Cl)c(Cl)c1 (stereo not given)
-5	-1.8	-10	36	5	-12	7	-5.4	-20	COc1cc(OC)cc(C(=O)NCCC(c2ccccc2)c2ccccc2)c1
2	-8.6	-1	-70	10	7	3	-2.0	-17	CC(C)Sc1cc(N2CCCC2)nc(-c2ccc(F)cc2)n1
-9	-2.1	5	-16	-1	-4	2	-3.1	-10	CCc1c(C)sc(NC(=O)C2CC2c2ccccc2)c1C(N)=O (stereo not given)
/	/	/	-2	4	2	-5	/	/	COc1cccc(/C=N/NC(=O)c2cc(-c3ccccn3)nc3ccccc23)c1O
-6	1.7	3	-8	1	-9	1	-2.8	-5	COC(=O)c1ccc(CSc2nnc(-c3ccncc3)o2)cc1
-5	0.1	-7	-12	-1	6	1	-2.2	19	Cc1nc2ccccc2c(=O)n1CCc1ccc(O)cc1
-10	-1.9	-10	1	0	-4	2	-2.3	4	Cc1cc2oc(=O)cc(CN3CCCc4ccccc43)c2cc1C
-4	-2.1	27	4	0	3	0	-3.3	11	COCc1cc(C)nc(Nc2ccccc2OC)c1C#N
-1	-3.0	3	-5	5	-2	3	-2.9	24	COc1cc2c(cc1OC)CN(C(=O)c1cc3ccccc3oc1=O)CC2
7	-3.7	-4	1	-4	-3	4	-3.0	-4	CN1CCN(C(=O)C2CCCN(S(=O)(=O)c3ccc(Cl)cc3)C2)CC1 (stereo not given)
4	-0.3	-20	-6	9	-11	3	-2.5	9	CC(=O)CSc1nnc(-c2ccc(S(=O)(=O)N3CCOCC3)cc2)n1C
-4	-6.5	-13	44	2	1	8	-5.4	22	CCOc1ccc(C(C)=O)cc1CC(C(N)=O)C(N)=O
5	-3.3	-13	10	-3	0	5	-2.0	7	Cn1ncc(Cl)c1C(=O)N1CCN(S(=O)(=O)c2ccc(Cl)s2)CC1
0	-0.2	-4	3	-2	-9	0	-2.2	10	COCCN(C(=O)c1csnn1)C(C(=O)NC1CCCC1)c1ccccc1F (stereo not given)
1	-0.2	-2	7	-4	-6	6	-3.9	0	COc1cc([N+](=O)[O-])cc(CN2CCCCC2)c1O
-12	-7.4	-8	17	-2	0	2	0.0	13	O=S(=O)(Nc1cccc(-c2ccc(N3CCCCCC3)nn2)c1)c1cccc(F)c1
0	-4.4	-4	23	-1	-3	3	-3.0	5	Cc1ccc(N(CC2CO2)S(=O)(=O)c2ccc(C)cc2)cc1 (stereo not given)
-3	-1.5	-10	-13	-4	-4	9	-3.5	-2	CCC(NC(=O)c1ccncc1)c1ccccc1 (stereo not given)
/	/	/	5	1	-5	5	/	/	CCCn1nnc(NC(=S)NC(=O)c2ccccc2OC)n1
1	-2.8	3	0	-5	-6	2	-3.7	6	Cc1ccc(-n2nnnc2SCC(=O)Nc2c(C)n(C)n(-c3ccccc3)c2=O)cc1

(next part)
NS3 helicase inh	VIM-2 inh	pCIP destab	CRFBP-R2 block	IDE inh	GalR3 antagonist	IDE cell activ	IMP-1 inhibitor	SUMO HTRF inh	mol
/	/	/	-18	0	4	3	/	/	Cc1ccc2c(c1)C(=O)C(=O)N2Cc1ccccc1
-1	-3.4	-5	42	-2	-5	0	-2.9	12	O=C(C(Cl)Cl)N1c2ccccc2OCC1c1ccccc1 (stereo not given)
-4	-3.2	8	-17	0	-2	1	-3.0	-14	CCCCCCC(=O)NNC(=O)c1c(O)c2ccccc2n(CCC)c1=O
8	-2.4	2	16	-4	-1	-4	-6.0	-7	C=CCn1c(Cc2csc(N)n2)nnc1SCC(=O)Nc1ccc(C(=O)OCC)cc1
0	-2.4	-20	-1	2	-2	-1	-1.3	-2	COc1ccc(CC(=O)Nc2ccccc2N2CCCC2)cc1OC
-5	-1.0	0	12	-1	-7	-2	-2.4	0	COc1ccccc1NC(=O)Cn1cnc2sc(C(=O)Nc3cc(OC)c(OC)c(OC)c3)c(C)c2c1=O
31	2.0	-4	3	4	-7	-6	-0.6	42	C=CCn1c(CSc2ccccc2[N+](=O)[O-])n[nH]c1=S
1	-4.6	-16	-2	4	1	-1	-4.7	3	Cc1ccc2[nH]cc(C(=O)CCl)c2c1
/	/	/	4	7	2	0	/	/	CCn1nnc2cc(C(=O)Nc3cc(Cl)ccc3C)ccc21
/	/	/	9	0	2	3	/	/	Cc1ccc(NC(=O)CSCC(=O)OCc2cc(=O)oc3cc(O)ccc23)c(C)c1
1	-1.1	2	-30	3	-3	2	-1.2	8	COc1ccc2[nH]c(=O)c(CN(Cc3ccccc3)Cc3nnnn3CC3CCCO3)cc2c1 (stereo not given)
11	-6.5	1	10	5	0	3	-4.1	-4	O=C(N/N=C/c1ccc(N2CCOCC2)s1)c1ccccc1Br
-16	-2.0	-4	12	0	-7	8	-2.1	1	CN(Cc1ccccc1)C(=O)CN1CCN(C(c2ccccc2)c2ccccc2)CC1
-3	-2.0	-1	-9	2	-3	2	-2.6	21	Cn1cnnc1SC1c2cccc3cccc(c23)C1NS(=O)(=O)c1ccccc1 (stereo not given)
/	/	/	5	4	1	6	/	/	O=C(NC(=S)Nc1ccc(O)cc1)c1cncc(Br)c1
9	0.3	/	0	-2	/	2	-6.2	/	O=C(CCn1c(=O)sc2ccccc21)NCCN1CCOCC1
